# Assay outcomes: PubChem BioAssay, National Center for Advancing Translational Sciences (NCATS)
# PTAP-TSG101 blk – inhibitors of HIV-1 PTAP binding to human TSG101, validation. Potency, µM (titrated, usually from 115 µM), without a hit: at the highest dose activity change, negative = inhibition, usual class: inhibitors. Q99816. AID 1347069. Fluorescence polarization, FITC-PTAP peptide/Tsg101, 20 min. 44,000 tested, under 10 active; also: potency is read from the fitted curve at half-maximal effect; 0% is about no effect
#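 Compounds pinned into 10 uM Tsg101 binding domain, then 50 nM FITC-PTAP peptide added in pH 7.5 HEPES buffer; FP read after 20 min, room temperature. Total S+P intensity flags fluorescent compounds; active cut-off <25 µM, efficacy <60%.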
# FH mod – Identification of activators of human fumarate hydratase by quantitative high-throughput screening. FH coupled MDH/diaphorase resazurin fluorescence, 15 min. Potency, µM (highest dose often 79.9 µM), for inactives: top-dose activity change, negative = inhibition, most hits filed as inhibitors. 54,000 compounds, 0.22% hits; also: potency is read from the fitted curve at half-maximal effect; % is scaled to controls: 0 for no effect and ±100 for the full control effect; the screen sought activators but most active calls are inhibition curves; nearly all actives have a fitted effect of over 45% in size
# Target sequence (P07954 whole entry, looked up): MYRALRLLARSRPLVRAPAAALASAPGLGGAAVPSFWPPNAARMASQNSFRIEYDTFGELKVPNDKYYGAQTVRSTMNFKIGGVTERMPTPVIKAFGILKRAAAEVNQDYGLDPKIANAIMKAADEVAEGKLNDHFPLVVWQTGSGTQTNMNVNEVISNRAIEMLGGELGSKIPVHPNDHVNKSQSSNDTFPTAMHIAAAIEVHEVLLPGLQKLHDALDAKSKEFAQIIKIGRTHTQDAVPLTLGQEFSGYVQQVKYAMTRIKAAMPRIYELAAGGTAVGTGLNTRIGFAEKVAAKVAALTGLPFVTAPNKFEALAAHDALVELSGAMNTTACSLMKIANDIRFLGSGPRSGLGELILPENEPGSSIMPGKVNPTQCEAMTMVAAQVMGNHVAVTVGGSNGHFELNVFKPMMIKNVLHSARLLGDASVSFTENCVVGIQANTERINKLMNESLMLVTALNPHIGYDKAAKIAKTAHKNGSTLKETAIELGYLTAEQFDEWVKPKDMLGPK
# p53null 32C tox – p53 null cell cytotoxicity, permissive temperature. AID 903. H1299-neo p53 null cells, ATP luminescence, 24 h, 32C. 55,000 compounds, 0.62% hits. Potency, µM (doses to about 46.1 µM), without a hit: at the top dose activity change, negative = cytotoxicity, most hits filed as cytotoxic;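 also: potency is read from the fitted curve at half-maximal effect; 0% = DMSO only and -100% = full killing by 100 µM tamoxifen; nearly all actives have a fitted effect of over 55% in size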
#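 AC50 values derive from Hill modelling of qHTS concentration-response data (up to 46 uM) in H1299-neo cells. Cells were treated 24 h at 32C following overnight attachment at 37C; viability was read as cellular ATP.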
# NTMT1 inh – inhibitors of human N-terminal methyltransferase NTMT1; Q9BV86; NTMT1 MTase-Glo SAH luminescence, purified enzyme; Potency, µM (doses to about 114 µM), for the others: top-dose activity change, negative = inhibition, usual class: inhibitors; 59,000 compounds, 2.5% hits; AID 1645870;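 also: potency is read from the fitted curve at half-maximal effect; plate controls were DMSO vehicle for no effect and no enzyme for full effect; nearly all actives have a fitted effect of over 65% in size; many of its hits are not listed in these tables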
# B2AR arrestin ag – ADRB2 beta-arrestin recruitment | 44,000 tested, under 10 active | P07550 | HTLA Tango cells, beta-arrestin recruitment, luciferase luminescence, 18 h | Potency, µM (series often up to 46.1 µM), for inactives: at the highest dose activation, most hits filed as activators;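 also: potency is read from the fitted curve at half-maximal effect; 0% = DMSO and full agonism = EC100 isoproterenol or metaproterenol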
# Target sequence (P07550 whole entry, looked up): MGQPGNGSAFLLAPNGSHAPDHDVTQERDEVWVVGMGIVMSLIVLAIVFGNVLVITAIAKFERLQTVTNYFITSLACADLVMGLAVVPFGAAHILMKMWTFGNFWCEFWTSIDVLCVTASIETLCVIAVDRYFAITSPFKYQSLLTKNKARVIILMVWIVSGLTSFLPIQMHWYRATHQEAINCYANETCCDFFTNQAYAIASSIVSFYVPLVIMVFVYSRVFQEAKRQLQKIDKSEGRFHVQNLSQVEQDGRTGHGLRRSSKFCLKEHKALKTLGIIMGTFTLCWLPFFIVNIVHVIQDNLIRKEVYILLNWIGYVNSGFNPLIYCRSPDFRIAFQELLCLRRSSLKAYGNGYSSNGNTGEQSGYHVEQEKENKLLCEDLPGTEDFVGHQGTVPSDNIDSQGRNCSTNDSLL
#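 Receptor–beta-arrestin recruitment read by tTA-responsive luciferase: compound titrations (up to 46 µM) incubated 18 h with Tango cells, then luminescent substrate 15 min at room temperature. Concentration-response fits classified by r2, efficacy and activity.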
# GALK inhibitor – inhibits human galactokinase; P51570; recombinant GALK, Kinase-Glo ATP luminescence, 1 h; Potency, µM (top dose mostly 57.5 µM), for inactives: at the top dose activity, negative = inhibition, hits mostly inhibitors; 44,000 tested, under 10 active; AID 1347072;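 also: plate controls were full GALK reaction for no effect and reaction lacking GALK for full effect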
#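 5 nM GALK with 35 µM ATP and 100 µM galactose in HEPES pH 8.0, MgCl2, NaCl, DTT, BSA; 1 h RT reaction, remaining ATP detected by Kinase-Glo Plus luminescence after 10 min; qHTS concentration series.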
# p53null 39C kill – kills p53 null cells at the nonpermissive temperature; H1299 p53-null (neo) cells, 39C, ATPlite viability, 24 h; Potency, µM (highest dose often 46.1 µM), for the others: at the highest dose activity, negative = cell killing, actives largely listed as cytotoxic; 55,000 compounds, 0.97% hits; AID 904;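 also: potency is read from the fitted curve at half-maximal effect; 0% = DMSO only and -100% = full killing by 100 µM tamoxifen; nearly all actives have a fitted effect of over 50% in size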
#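 ATP-luminescence viability readout (ATPlite, 20 min RT) after 24 hr compound treatment at 39C of H1299-neo or H1299-p53A138V cells; titration up to 46 uM; normalized to DMSO and 100 uM tamoxifen; Hill-fit AC50.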
# Starred values were filed as active, the others as inactive; ? = inconclusive; . = not tested or not shown; [ ] = another dose, or the depositor's remark. Calls follow the shape of the dose curve; as a rule, active = well fitted curve in the direction sought with a large enough effect; inconclusive = small, poorly fitted or top-dose-only effect, or another doubt; inactive = no such curve, though single readings can be large; an effect the other way counts as inactive or inconclusive. Only part of the results is shown. The share of hits here may be higher or lower than overall.
canonical_smiles,PTAP-TSG101 blk,FH mod,p53null 32C tox,NTMT1 inh,B2AR arrestin ag,GALK inhibitor,p53null 39C kill
NC(=O)CSc1ncc2c(n1)-c1ccccc1N(Cc1ccccc1)S2(=O)=O,0%,2%,-7%,?,0%,2%,-22%
COc1ccccc1N1CCN(C(=O)c2cn(CC(C)C)c(=O)c3c2c2ccccc2n3C)CC1,0%,-14%,6%,?,0%,7%,-8%
Cc1cc(C)c(NC(=O)CCn2c(=O)c3cccn3c3cccnc32)c(C)c1,0%,-3%,-9%,-18%,1%,-6%,-22%
CC(C)c1ccc(NC(=O)CSc2ncnc3c2sc2ccccc23)cc1,-5%,-15%,-5%,-5%,-1%,0%,29%
COc1ccccc1CNC(=O)c1ccc(CSc2nc3ccncc3n2Cc2ccccc2C)cc1,-5%,-10%,5%,3%,2%,-4%,-5%
Cc1cc(O)c(C(=O)c2cnc3c(c2)COc2ccccc2-3)cc1Cl,4%,-8%,.,10%,1%,0%,.
CCOC(=O)C1CCN(C(=O)c2ccc3c(c2)sc2nc(-c4ccccc4)cn23)CC1,1%,-22%,3%,-1%,0%,2%,-14%
CCOCCc1nnc(NC(=O)C(=O)c2cc(C)n(-c3cccc(Cl)c3)c2C)s1,0%,11%,6%,11%,-2%,4%,0%
CCCSc1nnc2c(n1)OC(c1ccc(OCC(=O)O)cc1)Nc1ccccc1-2 (configuration not stated),0%,-13%,-17%,2%,0%,-1%,6%
COc1cc(OC)c(NC(=O)c2cn(C3CCCC3)c(=O)c3c2c2ccccc2n3C)cc1Cl,-2%,-10%,-19%,-1%,-2%,4%,?
O=C(Nc1ccc(Br)cc1F)c1ncoc1-c1ccco1,1%,-19%,-12%,-6%,-1%,2%,-12%
CCC(=O)N1c2ccccc2CC1C(=O)NCCN1CCN(c2cc(Cl)ccc2C)CC1 (configuration not stated),-5%,-4%,7%,-4%,0%,0%,9%
Cc1cccc(NC(=O)CSc2nc(=O)n(Cc3ccccn3)c3c2CCC3)c1C,-8%,-2%,-3%,-2%,-2%,-2%,12%
CCOC(=O)N1CCc2c(sc3c2C(=O)NC(c2cc(OC)c(OC)c(OC)c2)N3)C1 (configuration not stated),-9%,7%,9%,-10%,1%,4%,-10%
COc1ccc(-c2nc3ccccc3o2)cc1NC(=O)c1cc([N+](=O)[O-])ccc1N1CCOCC1,-6%,-4%,2%,-12%,-2%,7%,12%
COc1ccc(C(=O)N2CCC(C(=O)Nc3ccccc3Cl)CC2)cc1,-3%,-12%,0%,4%,-1%,3%,-2%
O=C(CCCn1c(=O)c2cccn2c2cccnc21)Nc1ccccc1C(F)(F)F,-2%,4%,3%,-19%,0%,?,12%
Cc1ccc(C)c(NS(=O)(=O)c2ccc3c(c2)n(C)c(=O)n3C)c1,-1%,-10%,-20%,4%,1%,1%,0%
COc1cc(-c2nc(C(N)=O)c3c(n2)n(-c2cccc(C)c2)c(=O)n3C)cc(OC)c1OC,-5%,0%,4%,?,0%,0%,-22%
CCN1C(=O)c2ccccc2S(=O)c2ccc(C(=O)NCc3ccc(OC)cc3)cc21 (configuration not stated),-5%,-9%,3%,-1%,1%,0%,-10%
COc1ccccc1CNC(=O)CCCCn1c(=O)c2ccccc2n(Cc2ccccc2F)c1=O,-1%,-1%,17%,-4%,0%,0%,2%
CCOC(=O)c1c(-c2ccc(Br)cc2)csc1NC(=O)c1ccc(F)cc1,4%,-7%,3%,15%,0%,0%,-7%
CCOc1ccccc1NC(=O)c1cc2c(Cl)nc3ccccc3c2s1,-1%,-7%,-4%,-11%,-1%,0%,-11%
CCN(CC)CCNC(=O)C1CCN(S(=O)(=O)c2c(C)noc2/C=C/c2ccccc2F)CC1,1%,-14%,-5%,-1%,1%,3%,-12%
COc1ccccc1CNC(=O)c1ccc(CS(=O)(=O)c2c(Cl)cccc2Cl)o1,-5%,-11%,6%,-2%,0%,-16%,-8%
COc1ccc(N2CCN(C(=O)c3cc4ccc5cccnc5c4[nH]3)CC2)cc1,-10%,-14%,11%,-12%,-1%,1%,-1%
Cc1cccc(Cn2c(CNS(=O)(=O)c3ccc4c(c3)CCCC4)nc3cccnc32)c1,-3%,-7%,19%,8%,-1%,0%,19%
COc1ccc(Nc2nc(-c3ccc(C)cc3)nc3ccccc23)c(OC)c1,-1%,-23%,-18%,16%,4%,3%,2%
Cc1ccc(N2C(=O)CS(=O)(=O)C23C(=O)N(Cc2cccc(F)c2)c2ccccc23)cc1Cl (configuration not stated),9%,-12%,28%,0%,0%,3%,13%
CCOc1ccc(NC(=O)c2sc3ccccc3c2Cl)cc1,0%,.,-4%,.,0%,2%,-14%
Cc1ccc(C)c(OCCn2c(-c3ccc(Cl)cc3)nc3ccccc3c2=O)c1C,1%,.,6%,.,-1%,3%,4%
Cc1ccccc1NC(=O)CC1NCCNC1=O (configuration not stated),0%,-15%,1%,-2%,1%,1%,7%
O=C(CSc1nc2ccccc2n1Cc1ccc(F)c(Cl)c1)N1CCN(c2ccc(F)cc2)CC1,-1%,3%,-6%,5%,0%,-2%,-20%
CC1CCN(C(=O)c2ccc(NC(=O)c3nsc4ccccc34)cc2)CC1,0%,-9%,?,?,0%,1%,?
COc1cccc(CNC(=O)CSc2cc(C)[nH]c(=O)n2)c1,-3%,7%,1%,4%,0%,2%,-10%
Brc1ccc(CNCCCSc2nnnn2-c2ccccc2)cc1,1%,-5%,-11%,?,-4%,2%,-26%
COc1ccccc1OCCn1c(-c2ccc(Br)cc2)nc2ccccc2c1=O,2%,.,-2%,.,1%,2%,-4%
COCCNC(=O)CSc1nc(-c2ccc(C)cc2)nc2c1c(=O)n(C)c(=O)n2C,-9%,-1%,-3%,5%,1%,1%,-9%
O=C(Cn1nc(-c2ccccc2)ccc1=O)NCc1ccc(F)cc1Cl,0%,0%,-8%,10%,0%,0%,4%
Cc1ccc(S(=O)(=O)Nc2cc(Cl)c3oc4c(c3c2)CCCC4)cc1,-4%,?,?,0%,0%,-4%,?
COc1ccc(-n2c(=O)c3ccc(C(=O)NCc4ccc(C)cc4)cc3n(Cc3ccc(F)cc3Cl)c2=O)cc1,-1%,10%,0%,2%,1%,0%,2%
CCOC(=O)c1cccc(NC(=O)c2cnc(N3CCCCC3)c3ccccc23)c1,-4%,-15%,10%,2%,-1%,0%,-11%
O=C(NCc1ccccc1)c1cccc(Nc2nc3ccccc3n3nnnc23)c1,-5%,0%,-5%,-4%,0%,-4%,-13%
COC(=O)c1cc2sc(C)cc2n1CC(=O)Nc1cccc(SC)c1,-1%,4%,-3%,-1%,-2%,-10%,10%
Cc1cc(C)n2nc(CNS(=O)(=O)c3ccc(C)c(C)c3)nc2n1,-3%,-6%,-1%,0%,-3%,6%,-14%
CCOc1ccc(-n2c(=O)c3c4c(sc3n(CC(=O)NCCCOC)c2=O)CCCCC4)cc1,-2%,-3%,6%,-12%,0%,-1%,4%
CC(C)OC(=O)C(C(=O)C(F)(F)F)c1cc(NS(=O)(=O)c2ccc3c4c(cccc24)C(=O)N3)ccc1O (configuration not stated),-10%,.,8%,.,0%,-1%,17%
O=C(Cn1c(=O)n(-c2ccc(Cl)cc2)c(=O)c2oc3ccccc3c21)Nc1ccccc1,5%,1%,-8%,-10%,0%,3%,1%
Cc1ccc(C)c(-c2ccc(=O)n(Cc3c(F)cccc3Cl)n2)c1,3%,-19%,15%,0%,-2%,2%,?
Cc1ccc2nc(Nc3ccc(Br)cc3)nc(-c3ccccc3)c2c1,3%,-7%,0%,3%,0%,-19%,0%
CC(=O)N1c2ccc(S(=O)(=O)N3CCCCCC3)cc2CC1C(=O)NCc1cccc(F)c1 (configuration not stated),0%,7%,-5%,-4%,0%,-4%,-5%
CCOC(=O)c1c(NC(=O)c2cc(=O)c3ccc(C)cc3o2)sc(C)c1C,-3%,-1%,-2%,5%,-1%,0%,1%
CCc1ccc(NC(=O)c2cc(S(=O)(=O)N3CCCC(C)C3)cn2C)cc1 (configuration not stated),1%,-6%,3%,0%,1%,-4%,-8%
CCOc1ccc(OCC)c(NC(=O)C(NS(=O)(=O)c2ccc(Br)s2)c2ccccc2)c1 (configuration not stated),1%,7%,-12%,4%,0%,1%,-20%
CC(C)(C)c1ccc(C(=O)N2CCCCC2CCN2CCCCC2)cc1 (configuration not stated),-1%,1%,-2%,-3%,-1%,8%,-2%
COc1ccc(CCNC(=O)C(=O)NCC(c2ccco2)S(=O)(=O)c2ccccc2)cc1 (configuration not stated),0%,-6%,-10%,3%,-4%,2%,32%[activator]
CCOc1ccc(-c2nc(SCC(=O)NCCOC)c(-c3ccc(OC)c(OC)c3)[nH]2)cc1,2%,14%,-1%,0%,-1%,0%,-20%
COc1cccc(OCCSc2nc(C)c(Cc3ccccc3)c(=O)[nH]2)c1,-6%,-6%,-5%,?,1%,7%,?
Cc1ccc(Cn2c(C(=O)NCc3ccccc3Cl)cc3sccc32)cc1,12%,-14%,1%,-5%,1%,-2%,-25%
CCN1CCN(Cc2c(O)ccc3oc(C)c(C(=O)Nc4ccc(OC)c(Cl)c4)c23)CC1,-5%,.,7%,.,1%,0%,14%

# Other entries:
canonical_smiles,PTAP-TSG101 blk,FH mod,p53null 32C tox,NTMT1 inh,B2AR arrestin ag,GALK inhibitor,p53null 39C kill
Cc1ccc(NC(=O)/C(C#N)=C/c2cc(C)n(-c3ccc(Br)cc3)c2C)cc1C,1%,-12%,-1%,-9%,0%,-18%,-2%
COc1ccc(N2CCN(c3nc(-c4ccccc4F)nc4ccccc34)CC2)cc1,1%,-25%,14%,-12%,3%,-3%,23%
CNC(=O)c1ccc2c(c1)N=C(C)c1cc(C)ccc1S2,-5%,-11%,4%,12%,-2%,-7%,-19%
CCc1ccc(NC(=O)c2sc3nc(C)cc(C)c3c2NC(=O)c2ccccc2OC)cc1,-2%,1%,13%,35%[activator],1%,0%,6%
